BLM helicase inh – inhibitors of human Bloom syndrome helicase BLM. 350,000 compounds, 0.2% hits. recombinant BLM DNA unwinding, fluorescence dequenching. P54132. AID 2528. Potency, µM (doses to about 56.1 µM), without a hit: at the top dose activity change, negative = inhibition, hits mostly inhibitors;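 note: potency is the fitted concentration of half-maximal effect; plate controls were vehicle for no effect and no enzyme for full effect; nearly all actives have a fitted effect of over 35% in size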
Target sequence (P54132 whole entry, looked up): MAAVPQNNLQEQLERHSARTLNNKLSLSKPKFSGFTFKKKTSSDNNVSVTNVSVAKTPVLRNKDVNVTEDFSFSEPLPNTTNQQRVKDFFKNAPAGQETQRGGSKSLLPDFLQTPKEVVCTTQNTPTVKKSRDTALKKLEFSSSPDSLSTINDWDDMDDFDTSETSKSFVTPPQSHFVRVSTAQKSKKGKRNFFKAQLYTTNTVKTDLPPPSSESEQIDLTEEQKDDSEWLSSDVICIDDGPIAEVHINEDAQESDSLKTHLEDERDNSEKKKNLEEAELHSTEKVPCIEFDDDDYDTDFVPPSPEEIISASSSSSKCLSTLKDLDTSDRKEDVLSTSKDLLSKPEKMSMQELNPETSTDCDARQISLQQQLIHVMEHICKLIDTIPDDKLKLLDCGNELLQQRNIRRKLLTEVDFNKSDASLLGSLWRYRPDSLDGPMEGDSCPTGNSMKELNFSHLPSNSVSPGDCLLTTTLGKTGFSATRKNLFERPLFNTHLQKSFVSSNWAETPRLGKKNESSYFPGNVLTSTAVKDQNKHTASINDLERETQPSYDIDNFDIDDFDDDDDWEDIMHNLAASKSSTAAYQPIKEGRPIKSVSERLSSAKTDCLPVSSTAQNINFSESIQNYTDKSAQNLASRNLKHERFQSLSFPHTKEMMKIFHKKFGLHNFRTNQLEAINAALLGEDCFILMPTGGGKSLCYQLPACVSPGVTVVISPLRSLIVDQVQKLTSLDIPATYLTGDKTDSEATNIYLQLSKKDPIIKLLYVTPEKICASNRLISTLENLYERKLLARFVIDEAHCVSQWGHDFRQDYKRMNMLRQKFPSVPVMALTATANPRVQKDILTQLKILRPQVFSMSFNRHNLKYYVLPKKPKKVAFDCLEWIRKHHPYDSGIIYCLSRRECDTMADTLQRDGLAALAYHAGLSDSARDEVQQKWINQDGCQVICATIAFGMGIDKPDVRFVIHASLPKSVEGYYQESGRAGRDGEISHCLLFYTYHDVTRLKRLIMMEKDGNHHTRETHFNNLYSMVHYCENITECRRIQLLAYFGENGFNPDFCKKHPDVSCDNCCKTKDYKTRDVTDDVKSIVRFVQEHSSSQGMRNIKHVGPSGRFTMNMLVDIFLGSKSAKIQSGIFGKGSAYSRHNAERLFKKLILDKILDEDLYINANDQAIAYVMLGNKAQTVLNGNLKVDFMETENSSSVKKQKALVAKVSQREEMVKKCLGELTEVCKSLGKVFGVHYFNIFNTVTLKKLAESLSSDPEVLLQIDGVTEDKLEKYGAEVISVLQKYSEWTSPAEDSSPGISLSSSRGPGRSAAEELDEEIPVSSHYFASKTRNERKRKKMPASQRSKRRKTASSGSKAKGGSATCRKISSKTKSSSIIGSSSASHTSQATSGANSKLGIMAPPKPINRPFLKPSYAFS
POLK inh – blocks human DNA polymerase kappa activity; Q9UBT6; Potency, µM (titrated, usually from 107 µM), for the others: at the top dose activity, negative = inhibition, hits mostly inhibitors; purified Pol kappa, fluorescent DNA synthesis assay, 10 min; 400,000 compounds, 0.53% hits; note: potency is the fitted concentration of half-maximal effect; % is set by controls: 0 for no effect and ±100 for the full control effect
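Readout: fluorescence, taken kinetically at 0 and 10 min. Conditions: 10 nM Pol kappa, 15 min RT compound preincubation, 50 nM substrate final. Controls: enzyme-free buffer wells.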
POLH inh – DNA polymerase eta (human) inhibition. recombinant Pol eta, fluorescent DNA replication assay. Potency, µM (series often up to 114 µM), without a hit: at the highest dose activity change, negative = inhibition, actives largely listed as inhibitors. 390,000 compounds, 1.2% hits. AID 588591; note: potency is the fitted concentration of half-maximal effect; % is set by controls: 0 for no effect and ±100 for the full control effect
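Pol eta (10 nM) was preincubated with compounds for 15 min at room temperature, after which fluorescent replication substrate (50 nM final) was added to start the reaction. Fluorescence was read kinetically at 0 and 10 min.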
RXFP1 antag – RXFP1 (human) relaxin receptor antagonism; Q9HBX9; 350,000 compounds, 0.59% hits; HEK293-RXFP1, relaxin-stimulated cAMP HTRF, 30 min; hits give low values; activity change, negative = inhibition, % at 57.5 µM;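 active = activity change of -60% or lower, but not beyond a set lower limit; inconclusive = change between -60% and -40%, or beyond the set limit; inactive = change above -40%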; note: % is set by controls: 0 for no effect and ±100 for the full control effect
POLI inh – blocks human DNA polymerase iota activity. 390,000 compounds, 1% hits. Potency, µM (series often up to 115 µM), inactives show at the highest dose activity, negative = inhibition, actives largely listed as inhibitors. AID 588590. Pol iota fluorescent replication assay, 10 min; note: potency is the fitted concentration of half-maximal effect
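Fluorescent replication assay read twice, at 0 min and 10 min after adding 50 nM (final) substrate. Enzyme (10 nM) and compounds were first incubated 15 min at room temperature; enzyme-free buffer wells were negative controls.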
APE1 inh – blocks human APE1 abasic DNA cleavage. recombinant APE1, TAMRA/BHQ-2 abasic DNA cleavage fluorescence. P27695. Potency, µM (doses to about 65.8 µM), for the others: at the top dose activity change, negative = inhibition, hits mostly inhibitors. 350,000 compounds, 0.35% hits;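 note: potency is the fitted concentration of half-maximal effect; plate controls were vehicle for no effect and reference inhibitor for full effect; nearly all actives have a fitted effect of over 55% in size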
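Incision of a quenched TAMRA/BHQ-2 THF abasic-site duplex (50 nM) by 0.75 nM APE1, after 15 min compound preincubation, measured as fluorescence increase over three 60 s reads. Values normalized to buffer, DMSO and NSC13755 control wells.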
Apoferritin bind – candidate novel general anesthetic via apoferritin binding; P02791; apoferritin/1-aminoanthracene competitive binding, fluorescence; Potency, µM (doses to about 77.5 µM), for the others: top-dose activity change, negative = displacement, most hits filed as inhibitors; 350,000 compounds, 0.074% hits; AID 485281; note: potency is the fitted concentration of half-maximal effect; % is set by controls: 0 for no effect and ±100 for the full control effect; nearly all actives have a fitted effect of over 20% in size
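Horse-spleen apoferritin (10 uM) in 50% saturated 1-aminoanthracene in PBS was incubated 10 min at room temperature with compound. Fluorescence (ex 380, em 535 nm) was normalized to free and bound 1-AMA, with concentration-response fitted by a four-parameter Hill equation.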
Pol beta inh – DNA polymerase beta (human) inhibition; 340,000 compounds, 1.3% hits; Potency, µM (titrated, usually from 114 µM), for inactives: top-dose activity change, negative = inhibition, hits mostly inhibitors; Pol beta primer extension/strand displacement, fluorescence kinetic; P06746; note: potency is the fitted concentration of half-maximal effect; % is set by controls: 0 for no effect and ±100 for the full control effect
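Homogeneous kinetic assay of primer extension and strand displacement by 10 nM Pol beta, preincubated 15 min at room temperature with compound before 50 nM substrate (final) was added. Read at 0 and 10 min; four-parameter Hill fit.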
Tb PGK inh – T. brucei PGK inhibition. 380,000 compounds, 0.043% hits. PGK/GAPDH coupled, Kinase-Glo luminescence, 60 min. Potency, µM (highest dose often 57.5 µM), for the others: at the highest dose activity change, negative = inhibition, actives largely listed as inhibitors; note: potency is the fitted concentration of half-maximal effect; % is set by controls: 0 for no effect and ±100 for the full control effect; nearly all actives have a fitted effect of over 60% in size
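Luminescent ATP detection (Kinase-Glo Plus) follows a 60-minute room-temperature incubation, with wells lacking PGK as controls. Buffer: 100 mM TEA (pH 7.6), 5 mM MgCl2, 0.01% Tween-20. Coupling enzyme GAPDH (100 nM final) supplies unstable 1,3-BPG in-well.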
The depositor's hits bear a star; i = inactive; ? = inconclusive; . = no result given; [ ] = remark or other dose. Unless noted, calls come from the whole dose curve; as a rule, active = well fitted curve in the direction sought with a large enough effect; inconclusive = small, poorly fitted or top-dose-only effect, or another doubt; inactive = no such curve, though single readings can be large; an effect the other way counts as inactive or inconclusive. Not all compounds are listed; count on the stated rates, not on these rows.

Every second line gives: BLM helicase inh | POLK inh | POLH inh | RXFP1 antag | POLI inh | APE1 inh | Apoferritin bind | Pol beta inh | Tb PGK inh
O=C(Nc1c(-c2ccc(F)cc2)nc2ccccn12)c1ccc(F)cc1
    -5.3% | 2.8% | 2.2% | -0.3 | 2.0% | 24.8% | -16.5% | 12.9% | 0.9%
N#Cc1cccc(NC(=O)c2nc(-c3ccccc3)n(-c3ccccc3)n2)c1
    -9.4% | -6.1% | -12.2% | -7.1 | 12.8% | -8.0% | -16.0% | -0.7% | 2.0%
Cc1ccccc1NS(=O)(=O)c1ccc(C(=O)N(C)CC(=O)Nc2ccccc2Br)cc1
    . | -1.8% | -13.6% | 6.6 | -15.1% | -7.1% | . | . | -8.4%
CCOc1ccc(OCC(=O)OCC(=O)Nc2ccc3[nH]c(=O)[nH]c3c2)cc1
    . | -0.9% | -6.6% | -13.1 | -14.9% | 22.7% | . | . | -14.4%
Cc1cccc(-n2nc(C)c(C(=O)Nc3cc(C)ccc3C)c2-n2cccc2)c1
    -8.8% | -21.7% | -18.4% | ? | 7.2% | . | 64.4%[activator] | 0.1% | -9.3%
O=C(Cc1csc(Nc2nc(=S)[nH]c3ccccc23)n1)NCCCN1CCN(c2ccccc2F)CC1
    3.3% | -3.9% | 7.1% | -15.2 | 39.9%[activator] | -4.7% | 2.5% | 3.1% | 1.1%
CCCn1nc2cc(C(=O)NCCCCc3ccccc3)ccc2c1OCC
    0.8% | -12.5% | ? | . | 25.6% | 6.0% | -8.2% | 29.8% | -0.1%
CC1CCN(S(=O)(=O)c2ccc(C(=O)N3CCCCC3C(=O)O)cc2)CC1 (stereo not given)
    . | -2.5% | -9.8% | -1.3 | 3.4% | -6.4% | . | . | -3.7%
O=C1CCN(Cc2ccccc2)C(=O)N1
    . | -17.6% | -19.6% | -4.3 | 26.7% | . | . | . | -2.6%
CC(OC(=O)c1ccc(-n2cnnn2)cc1)C(=O)Nc1ccccc1F (stereo not given)
    . | -7.0% | 0.8% | 4.0 | 11.1% | 8.1% | . | . | i
COc1cccc(/C=C/C(=O)Nc2ccccc2N2CCOCC2)c1
    -10.5% | -3.6% | -19.8% | -15.3 | 171.2%[activator] | 6.7% | -10.4% | 15.6% | -6.5%
CN(C)CCCNC(=O)/C=C/c1ccc(OCc2c(F)cccc2Cl)cc1
    -3.2% | -12.9% | -10.2% | -25.2 | -21.2% | 0.2% | ? | 26.7% | 3.8%
CCN(Cc1ccccc1)S(=O)(=O)c1c[nH]c(C(=O)OC)c1
    -6.6% | -6.1% | -15.6% | 0.4 | 29.3% | -3.9% | -17.6% | 30.8% | 2.7%
CCN1/C(=C/c2ccc3cc(C)ccc3[n+]2CC)Sc2ccccc21
    4.6% | -34.0% | ? | -17.0 | ? | -10.7% | ? | ? | -13.4%
CCN(CC(=O)Nc1ccc2c(c1)OCCO2)C(=O)COc1ccc(C)cc1
    -2.5% | -5.2% | -7.5% | -3.5 | 7.5% | -4.6% | -14.2% | 48.9% | 2.5%
Cc1nc(SCC(=O)N2CCCCC2)c2c(C)c(C)sc2n1
    0.3% | -6.9% | -1.5% | -2.6 | 43.0%[activator] | 2.6% | -12.7% | 44.4% | -8.3%
O=C(Cc1ncc(C(F)(F)F)cc1Cl)NC1CC1
    -0.8% | -6.9% | 2.0% | -31.2 | 124.8%[activator] | 13.5% | 5.4% | 1.0% | 1.1%
CN(C(=O)CSc1nc2ccc([N+](=O)[O-])cc2s1)C1CCS(=O)(=O)C1 (stereo not given)
    -3.3% | 8.6% | -6.9% | -3.0 | 34.0%[activator] | -2.2% | 5.7% | -8.1% | -1.9%
CC(/C=N/n1c(COc2ccccc2)n[nH]c1=S)=C\c1ccco1
    -7.3% | -6.0% | -23.2% | -34.6 | 4.5% | -6.3% | -0.4% | ? | 1.3%
FC(F)(F)c1cnc(-c2cnc(-c3cccnc3)nc2)c(Cl)c1
    -0.1% | 6.5% | -9.4% | -13.9 | 56.4%[activator] | -2.4% | -1.6% | 4.3% | i

By substructure, those above containing four or more nitrogen atoms
Every second line gives: BLM helicase inh | POLK inh | POLH inh | RXFP1 antag | POLI inh | APE1 inh | Apoferritin bind | Pol beta inh | Tb PGK inh
N#Cc1cccc(NC(=O)c2nc(-c3ccccc3)n(-c3ccccc3)n2)c1
    -9.4% | -6.1% | -12.2% | -7.1 | 12.8% | -8.0% | -16.0% | -0.7% | 2.0%
Cc1cccc(-n2nc(C)c(C(=O)Nc3cc(C)ccc3C)c2-n2cccc2)c1
    -8.8% | -21.7% | -18.4% | ? | 7.2% | . | 64.4%[activator] | 0.1% | -9.3%
O=C(Cc1csc(Nc2nc(=S)[nH]c3ccccc23)n1)NCCCN1CCN(c2ccccc2F)CC1
    3.3% | -3.9% | 7.1% | -15.2 | 39.9%[activator] | -4.7% | 2.5% | 3.1% | 1.1%
CC(OC(=O)c1ccc(-n2cnnn2)cc1)C(=O)Nc1ccccc1F (stereo not given)
    . | -7.0% | 0.8% | 4.0 | 11.1% | 8.1% | . | . | i
CC(/C=N/n1c(COc2ccccc2)n[nH]c1=S)=C\c1ccco1
    -7.3% | -6.0% | -23.2% | -34.6 | 4.5% | -6.3% | -0.4% | ? | 1.3%
FC(F)(F)c1cnc(-c2cnc(-c3cccnc3)nc2)c(Cl)c1
    -0.1% | 6.5% | -9.4% | -13.9 | 56.4%[activator] | -2.4% | -1.6% | 4.3% | i

(next part)
Every second line gives: BLM helicase inh | POLK inh | POLH inh | RXFP1 antag | POLI inh | APE1 inh | Apoferritin bind | Pol beta inh | Tb PGK inh
O=[N+]([O-])c1ccc(C(=S)N2CCN(Cc3ccccc3)CC2)cc1
    -2.1% | 7.0% | -18.6% | -17.9 | 12.9% | -1.6% | -5.2% | -10.6% | 4.1%
Cc1oc2c(cc(NS(=O)(=O)c3ccc4c5c(cccc35)C(=O)N4)c3ccccc32)c1C(=O)OC(C)C
    -2.9% | -4.1% | ? | 1.4 | ? | -9.4% | -2.3% | -21.3% | 3.9%
Cc1ccccc1COC(=O)CCC1=NS(=O)(=O)c2ccccc2N1
    -2.2% | -7.3% | -13.5% | ? | -18.9% | -20.0% | 5.0% | 2.5% | -0.6%
COCc1ccc(C(=O)NC2CCCc3c2cnn3-c2cc(C)cc(C)c2)s1 (stereo not given)
    -11.0% | 6.7% | -16.6% | -24.8 | 24.2% | -5.9% | -18.3% | 1.7% | -8.6%
CCOC(=O)C1CCN(C(=O)Cn2cc(C(=O)OC)c3ccccc32)CC1
    -3.8% | -16.1% | -25.3% | -3.3 | 92.3%[activator] | -0.5% | -7.5% | -3.4% | -5.0%
O=C(Nc1ccc(-c2nc3ccccc3o2)c(O)c1)c1cc(Cl)ccc1Cl
    -2.7% | -23.5% | -5.1% | -12.1 | 7.7% | . | 2.6% | -2.8% | -4.0%
CCOC(=O)c1cnc(SCC(=O)c2ccc3c(c2)OCCO3)nc1N
    -3.1% | -10.2% | -18.7% | -30.7 | 17.2% | -0.8% | ? | -0.1% | -7.9%
CCN(CC)C(=O)[C@H]1CC(CC(=O)NCCC2=CCCCC2)C(=O)N2CCc3c([nH]c4ccc(OC)cc34)[C@]12C (stereo not given in full)
    . | 12.5% | -18.9% | . | -7.0% | -14.1% | . | . | -1.8%
Cc1c(NC(=O)/C(=C/c2cccs2)NC(=O)c2ccccc2)c(=O)n(-c2ccccc2)n1C
    -7.7% | 1.7% | -14.0% | -4.5 | 78.2%[activator] | 16.1% | -7.1% | -4.5% | i
COc1ccc2c(CC(=O)OCC(=O)c3ccc(F)cc3)coc2c1
    -0.5% | -9.2% | 7.0% | -13.6 | 5.1% | -2.0% | ? | -5.2% | -10.2%
COc1nc(NC2OC(CO)C(O)C(O)C2O)c(N)c(=O)[nH]1 (stereo not given)
    . | 0.8% | -15.7% | 0.5 | 18.2% | . | . | . | -5.9%
Cc1ccc2oc(=O)cc(CN3CCN(C/C=C/c4ccccc4)CC3)c2c1
    3.2% | -1.1% | -22.6% | -12.7 | 40.6%[activator] | -2.1% | 6.4% | -3.2% | 3.5%
Cc1cc2oc3c(c(=O)c2cc1C)C(c1ccc(C(C)C)cc1)N(CCCN1CCOCC1)C3=O (stereo not given)
    -5.4% | 0.7% | -11.9% | . | -4.9% | 2.4% | ? | 9.2% | -12.5%
CCOc1ccc(C2C(=O)N(C3CCCCC3)CC(=O)N2CC2CCCO2)cc1OC (stereo not given)
    1.9% | -8.8% | -8.8% | -10.5 | 7.5% | -2.2% | -7.5% | 28.4% | 1.2%
Cc1ccc(C(C)n2cc(C(=O)NCCN3CCN(C)CC3)nn2)cc1 (stereo not given)
    -0.6% | -3.6% | 7.7% | 8.3 | -6.4% | 0.8% | 1.6% | 6.7% | -6.6%
O=C(CSc1ccccc1)Nc1cccc(NC(=O)c2ccco2)c1
    -6.4% | -6.0% | 3.8% | -3.3 | -11.1% | -0.5% | ? | 21.9% | .
CNC(=O)c1c(NC(=O)c2ccc(S(=O)(=O)N3CC(C)OC(C)C3)cc2)sc2c1CCN(C(C)C)C2 (stereo not given)
    1.7% | -12.1% | -10.1% | -1.2 | 28.3% | 21.4% | -17.0% | 6.7% | -4.4%
CCN(CC)CCNC(=O)c1ccc(NC(=O)c2ccc(Cl)c(S(=O)(=O)N3CCCCCC3)c2)cc1
    39.4%[activator] | -30.9% | -6.2% | -1.1 | -4.7% | -3.9% | -17.7% | -0.5% | 2.7%
CCC1=NN(C(=O)c2ccccc2Br)C(O)(c2ccc(Br)cc2)C1 (stereo not given)
    -10.3% | -4.0% | -9.2% | ? | -4.0% | -7.6% | -22.0% | -19.4% | 0.6%
COc1ccccc1Oc1ccc(N2CC(C(=O)OCC(=O)c3ccc(F)cc3)CC2=O)cc1 (stereo not given)
    -7.3% | -10.7% | -14.2% | -31.4 | 9.6% | -16.4% | -19.9% | ? | -0.7%

Assay outcomes: PubChem BioAssay, National Center for Advancing Translational Sciences (NCATS)
